# PRC2 inh – blocks human EZH2/PRC2 H3K27 methylation; AID 651548; DELFIA TRF, 1 h; inhibition, % at 12.5 µM; 0.35% of 57,000 active; Q15910;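 active means mean inhibition of replicates at least 50% and every single replicate also reaching 50%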;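 further: dimethyl H3K27 on biotinylated H3 21-44 peptide detected by antibody; plate controls were median neutral control wells for no effect and median positive control wells for full effect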
# IDH1 mut inh – blocks human IDH1 R132H reductase activity; O75874; diaphorase/resazurin fluorescence, 60 min; inhibition, % at 10 µM; 0.18% of 70,000 active; AID 624101; in the data active means inhibition above about 34%;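 further: 0% = DMSO and 100% = no enzyme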
# Target sequence (O75874 whole entry R132H): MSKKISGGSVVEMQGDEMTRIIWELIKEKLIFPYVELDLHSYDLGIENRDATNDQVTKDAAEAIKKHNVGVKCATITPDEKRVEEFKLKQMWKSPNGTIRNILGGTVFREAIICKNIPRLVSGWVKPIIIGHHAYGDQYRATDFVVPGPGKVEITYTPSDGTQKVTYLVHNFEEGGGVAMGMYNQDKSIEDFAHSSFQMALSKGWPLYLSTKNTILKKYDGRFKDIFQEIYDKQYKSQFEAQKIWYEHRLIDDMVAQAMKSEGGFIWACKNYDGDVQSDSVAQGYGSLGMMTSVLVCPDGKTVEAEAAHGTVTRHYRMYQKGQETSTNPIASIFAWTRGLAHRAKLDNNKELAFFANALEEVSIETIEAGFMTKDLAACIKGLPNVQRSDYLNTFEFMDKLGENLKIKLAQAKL
# * = called active by the depositor; . = no result given. An excerpt; the hit share may differ from the screen's.
Structure | PRC2 inh | IDH1 mut inh
C[C@H](CO)N1C[C@H](C)[C@H](CN(C)C(=O)Nc2cccc3ccccc23)OCCCC[C@H](C)Oc2ccc(NS(C)(=O)=O)cc2C1=O | . | 0.2
C[C@@H]1CCCCO[C@H](CN(C)S(C)(=O)=O)[C@H](C)CN([C@@H](C)CO)C(=O)c2cc(NC(=O)CCCN(C)C)ccc2O1 | 2 | .
COc1ccc(S(=O)(=O)NCCN2CCOCC2)c(C)c1C | 0 | 1.4
C[C@H](CO)N1C[C@H](C)[C@@H](CN(C)Cc2ccc(Cl)c(Cl)c2)Oc2ccc(NC(=O)c3ccncc3)cc2CC1=O | -29 | 0.5
CCC(=O)N1C[C@@H](C)[C@H](OC)CN(C)C(=O)c2cc(NC(=O)c3cc(C)on3)ccc2OC[C@@H]1C | 2 | -0.1
C[C@@H]1CCCCO[C@@H](CN(C)C(=O)Nc2ccccc2)[C@@H](C)CN([C@@H](C)CO)C(=O)c2cc(NC(=O)c3ccccc3)ccc2O1 | . | -1.7
Cc1cc(C)c2c(=O)[nH]c(SCC(=O)c3ccc(F)c(C)c3)nc2n1 | 3 | -0.5
C[C@@H]1CN([C@@H](C)CO)C(=O)c2cc(NC(=O)CCC(F)(F)F)ccc2O[C@@H]1CN(C)C | 1 | 1.0
COc1ccccc1NC(=O)CN(C)S(=O)(=O)c1cc(C)ccc1OC | -3 | -0.2
C[C@@H]1CN([C@H](C)CO)S(=O)(=O)c2ccc(-c3cccc(F)c3)cc2O[C@@H]1CN(C)S(=O)(=O)c1ccc(F)cc1 | 8 | .
C[C@H]1CN([C@@H](C)CO)C(=O)Cc2cc(NS(C)(=O)=O)ccc2O[C@@H]1CN(C)Cc1ccccc1 | 8 | 7.4
CCCNC(=O)N(C)C[C@H]1Oc2ncc(C#Cc3ccccc3F)cc2C(=O)N([C@@H](C)CO)C[C@H]1C | -29 | .
CNCCNS(=O)(=O)c1cccc2cnccc12 | 1 | 1.0
CO[C@@H]1CN(C)C(=O)c2cc(NC(=O)C3CCC3)ccc2OC[C@H](C)N(Cc2cccnc2)C[C@@H]1C | -6 | -0.2
Cc1ccc(S(=O)(=O)Nc2ccc3c(c2)CC(=O)N([C@@H](C)CO)C[C@H](C)[C@@H](CN(C)C(=O)Nc2c(C)noc2C)O3)cc1 | . | -9.7
COc1ccc(NC(=O)N(C)C[C@@H]2Oc3ccc(NC(=O)Nc4cccc5ccccc45)cc3C(=O)N([C@@H](C)CO)C[C@@H]2C)cc1 | . | -2.0
Cc1ccccc1-c1cnc2c(c1)C(=O)N([C@H](C)CO)C[C@@H](C)[C@@H](CN(C)C(=O)CN(C)C)O2 | -7 | -0.1
C[C@@H]1CCCCO[C@@H](CN(C)S(=O)(=O)c2cn(C)cn2)[C@H](C)CN([C@H](C)CO)C(=O)c2cc(NS(=O)(=O)c3ccc(F)cc3)ccc2O1 | . | -9.8
Cc1c(C(=O)Nc2sc3c(c2C(=O)NCCc2ccccc2)CCC3)oc2ccc(F)cc12 | . | 0.1
CC1(C)CC(n2c(SCC(N)=O)nc3c(c2=O)C2(CCCCC2)Cc2ccccc2-3)CCO1 (centres undefined) | -31 | -0.1
CC(C)NC(=O)N(C)C[C@@H]1OCCCC[C@@H](C)Oc2ccc(NC(=O)CCC(F)(F)F)cc2C(=O)N([C@@H](C)CO)C[C@H]1C | -1 | 1.5
O=C(C[C@H]1CC[C@@H](NC(=O)c2ccc(F)cc2)[C@@H](CO)O1)NCCc1ccncc1 | -2 | 0.4
C/C=C/c1ccc2c(c1)O[C@H](CN(C)C(=O)c1cccnc1)[C@@H](C)CN([C@H](C)CO)S2(=O)=O | 17 | -1.5
O=S(=O)(NCc1nc2ccccc2[nH]1)c1ccc(Cl)c(Cl)c1 | 2 | -0.3

# Quoted at random: four records from the list.
Structure | PRC2 inh | IDH1 mut inh
COc1ccccc1NC(=O)CN(C)S(=O)(=O)c1cc(C)ccc1OC | -3 | -0.2
C/C=C/c1ccc2c(c1)O[C@H](CN(C)C(=O)c1cccnc1)[C@@H](C)CN([C@H](C)CO)S2(=O)=O | 17 | -1.5
CC(C)NC(=O)N(C)C[C@@H]1OCCCC[C@@H](C)Oc2ccc(NC(=O)CCC(F)(F)F)cc2C(=O)N([C@@H](C)CO)C[C@H]1C | -1 | 1.5
C[C@@H]1CN([C@H](C)CO)S(=O)(=O)c2ccc(-c3cccc(F)c3)cc2O[C@@H]1CN(C)S(=O)(=O)c1ccc(F)cc1 | 8 | .

# In the list so far, these have a Cl atom.
Structure | PRC2 inh | IDH1 mut inh
C[C@H](CO)N1C[C@H](C)[C@@H](CN(C)Cc2ccc(Cl)c(Cl)c2)Oc2ccc(NC(=O)c3ccncc3)cc2CC1=O | -29 | 0.5
O=S(=O)(NCc1nc2ccccc2[nH]1)c1ccc(Cl)c(Cl)c1 | 2 | -0.3

# The results go on.
Structure | PRC2 inh | IDH1 mut inh
COc1cccc(S(=O)(=O)NCC(=O)N2CCCCC2C)c1 (centres undefined) | 6 | -0.3
COc1ccc(NC(=O)Nc2ccc3c(c2)C(=O)N([C@@H](C)CO)C[C@@H](C)[C@H](CN(C)Cc2ccc(C(=O)O)cc2)O3)cc1 | . | 1.6
O=C1O[C@H](c2ccccc2)[C@H](c2ccccc2)N2[C@H]1[C@@H](C(=O)NC[C@H](O)c1ccccc1)[C@]1(C(=O)Nc3ccc(C#CC4=CCCCC4)cc31)[C@H]2c1ccc(OCCO)cc1 | -37 | .
O=C1C2C=C(I)[C@H](C[C@@H]2OCCCCCCO)[C@@]12CO2 | -8 | .
CO[C@H]1CN(C)C(=O)c2cc(NC(=O)Nc3cc(Cl)cc(Cl)c3)ccc2OC[C@H](C)NC[C@@H]1C | -19 | 0.2
C[C@H]1CN([C@@H](C)CO)C(=O)Cc2cc(NS(C)(=O)=O)ccc2O[C@H]1CN(C)Cc1ccc2c(c1)OCO2 | -11 | 0.3
C[C@H](CO)N1C[C@H](C)[C@H](CN(C)Cc2ccccn2)Oc2cc(-c3cncnc3)ccc2S1(=O)=O | . | 0.3
CO[C@H]1CN(C)C(=O)c2ccc(NC(=O)Nc3c(C)noc3C)cc2OC[C@@H](C)NC[C@@H]1C | 6 | 0.1
Cc1ccc2c(c1)C(O)(CC(=O)c1ccccc1[N+](=O)[O-])C(=O)N2 (centres undefined) | 13 | 0.1
COc1ccccc1S(=O)(=O)N[C@H]1CC[C@@H](CCn2cc(C3CC3)nn2)O[C@@H]1CO | 0 | 0.1
C[C@H]1CN([C@@H](C)CO)C(=O)c2cc(NS(=O)(=O)c3cccs3)ccc2O[C@@H]1CN(C)C(=O)Nc1ccc2c(c1)OCO2 | . | -1.4
COc1cccc(S(=O)(=O)N(C)C[C@@H]2OCc3cnnn3CCCC(=O)N([C@@H](C)CO)C[C@@H]2C)c1 | 1 | -5.5
COCC(=O)N1C[C@H](C)[C@H](OC)CN(C)C(=O)c2cc(NC(=O)Nc3cccc(F)c3)ccc2OC[C@@H]1C | 1 | 0.2
COCC(=O)N(C)C[C@@H]1Oc2cc(C#CC(C)C)ccc2S(=O)(=O)N([C@@H](C)CO)C[C@@H]1C | . | -0.3
COc1cccc(S(=O)(=O)N[C@H]2CC[C@@H](CC(=O)NC3CCC3)O[C@H]2CO)c1 | -2 | -0.2
O=C(CC1CC1)N[C@@H]1CC[C@@H](CCNS(=O)(=O)c2ccc(Cl)cc2)O[C@@H]1CO | 9 | 0.4
C[C@H](CO)N1C[C@H](C)[C@H](CN(C)CC2CC2)Oc2cc(-c3ccc(C#N)cc3)ccc2S1(=O)=O | . | 0.0
CCc1nc(OCc2ccco2)c2sc3nc4c(cc3c2n1)COC(C)(C)C4 | . | 1.4
C[C@@H]1CN([C@H](C)CO)C(=O)c2cc(NC(=O)c3ccncc3)ccc2O[C@@H]1CN(C)C(=O)Nc1ccc(C(F)(F)F)cc1 | 0 | -2.0
CCC(=O)N(C)C[C@@H]1Oc2ncc(C#Cc3cccnc3)cc2C(=O)N([C@@H](C)CO)C[C@H]1C | 19 | 1.1
Cn1c(SCC(=O)Nc2sc3c(c2C#N)CCCC3)nnc1-c1ccc(Br)cc1 | -21 | -0.2
Cc1ccc(S(=O)(=O)N(C)C[C@H]2OCCCC[C@H](C)Oc3ccc(NC(=O)c4ccccc4)cc3C(=O)N([C@H](C)CO)C[C@@H]2C)cc1 | . | 2.6
C[C@@H]1CN([C@H](C)CO)C(=O)c2cccc(NC(=O)CCCCCC(=O)Nc3ccccc3N)c2O[C@H]1CN(C)C(=O)NC1CCCCC1 | -22 | -0.3
CO[C@H]1CN(C)C(=O)c2cc(NC(=O)Nc3ccccc3F)ccc2OC[C@H](C)N(Cc2ccccc2C(=O)O)C[C@@H]1C | 1 | -0.3
COc1ccccc1NC(=O)N[C@H]1CC[C@H](CC(=O)N[C@H](C)c2ccccc2)O[C@H]1CO | -7 | 0.0
CCC(=O)N1C[C@H](C)[C@H](OC)CN(C)C(=O)c2ccc(NC(=O)c3cnccn3)cc2OC[C@H]1C | 6 | -0.2
CO[C@@H]1CN(C)C(=O)c2cc(NC(C)=O)ccc2OC[C@H](C)N(Cc2ccccn2)C[C@H]1C | 3 | 0.1
Cc1ccc(C)c(NC(=O)CSc2nnnn2-c2ccc(C(=O)O)cc2)c1 | -7 | 0.1
CC(C)CC(C(=O)Oc1ccc([N+](=O)[O-])cc1)N1C(=O)c2ccccc2C1=O (centres undefined) | -2 | -0.1
C[C@@H]1CN([C@@H](C)CO)S(=O)(=O)c2ccc(C#CC3CCCC3)cc2O[C@@H]1CN(C)C(=O)Nc1cc(F)ccc1F | 2 | 0.5
C[C@@H]1CN([C@@H](C)CO)C(=O)c2cc(Br)cnc2O[C@@H]1CN(C)C(=O)c1ccc(F)cc1 | 10 | 0.4
CCCn1c2ccccc2c2nnc(SCC(=O)N3c4ccccc4Sc4ccccc43)nc21 | 3 | 0.5
CCS(=O)(=O)NCC[C@H]1CC[C@@H](NS(=O)(=O)c2ccccc2C)[C@H](CO)O1 | -15 | -0.1
CO[C@H](CN(C)S(=O)(=O)c1ccc(F)cc1)[C@H](C)CN([C@@H](C)CO)S(=O)(=O)c1cccc(Cl)c1 | 11 | 0.0
C/C=C/c1cnc2c(c1)C(=O)N([C@H](C)CO)C[C@@H](C)[C@@H](CN(C)C(=O)c1cccc(F)c1)O2 | 8 | 2.1
C[C@H]1CN([C@@H](C)CO)C(=O)c2cccc(NC(=O)c3nc4ccccc4s3)c2O[C@H]1CN(C)CC1CC1 | -4 | -2.4
CCC(=O)N(C)C[C@H]1Oc2cc(C#CC3CCCC3)ccc2S(=O)(=O)N([C@@H](C)CO)C[C@H]1C | -5 | .
CCOc1ccc(NC(=O)N(Cc2cn(C)c3ccccc23)C2CCCCC2)cc1 | 1 | -0.4
c1ccc(CN(CCN(Cc2ccccn2)Cc2ccccn2)Cc2ccccn2)nc1 | 5 | -2.6
CC(C)NC(=O)N(C)C[C@H]1Oc2c(NC(=O)C3CCOCC3)cccc2C(=O)N([C@H](C)CO)C[C@H]1C | 7 | 2.4
COC(=O)c1ccccc1NC(=O)CSc1nnnn1-c1ccccc1OC | . | -0.7
COc1ccc(CN(C)C[C@H]2Oc3ccc(NC(=O)CCC(F)(F)F)cc3CC(=O)N([C@H](C)CO)C[C@H]2C)cc1 | -20 | -0.7
Cc1nc(SCCC(=O)Nc2ccccc2C#N)nc2cc3c(cc12)CCC3 | 8 | -0.3
C[C@@H]1CCCCO[C@H](CN(C)Cc2ccc(Cl)c(Cl)c2)[C@H](C)CN([C@@H](C)CO)C(=O)c2cc(NS(=O)(=O)c3cn(C)cn3)ccc2O1 | . | 0.9
CCCN1C[C@H](C)[C@@H](OC)CN(C)C(=O)c2cc(NC(=O)C3CCOCC3)ccc2OC[C@H]1C | 7 | 0.2
COc1ccc(Cl)cc1NC(=O)CSc1nc2ccccc2n1-c1ccccc1 | 1 | -0.2
C[C@H](CO)N1C[C@H](C)[C@H](CN(C)C(=O)c2ccc3c(c2)OCO3)Oc2cc(-c3ccncc3)ccc2S1(=O)=O | . | -0.1
CC(C)C#Cc1ccc2c(c1)O[C@H](CN(C)Cc1cncnc1)[C@H](C)CN([C@H](C)CO)S2(=O)=O | 3 | -3.5
CCn1c(SCC(=O)Nc2cc(C(F)(F)F)cc(C(F)(F)F)c2)nnc1-c1ccncc1 | . | 0.6
C[C@@H]1CCCCO[C@@H](CN(C)Cc2ccccc2)[C@H](C)CN([C@@H](C)CO)C(=O)c2cc(NC(=O)CCC(F)(F)F)ccc2O1 | 7 | 2.0
C[C@H](CO)N1C[C@H](C)[C@H](CN(C)Cc2ccccn2)Oc2cc(C#C[C@@H](C)O)ccc2S1(=O)=O | -7 | 0.5
C[C@@H]1CN([C@@H](C)CO)C(=O)c2cc(NS(=O)(=O)c3ccc(Cl)cc3)ccc2O[C@@H]1CN(C)C(=O)NC1CCCCC1 | -17 | 1.2
C[C@H]1CN([C@@H](C)CO)C(=O)Cc2cc(NC(=O)Cc3cn(C)c4ccccc34)ccc2O[C@H]1CN(C)Cc1ccc(C(=O)Nc2ccccc2N)cc1 | -25 | .
C[C@H](CO)N1C[C@H](C)[C@H](CN(C)C(=O)Nc2ccc(F)cc2)Oc2ncc(C#CC(C)(C)O)cc2C1=O | 5 | -1.6
C[C@H]1CCCCO[C@H](CN(C)S(C)(=O)=O)[C@@H](C)CN([C@@H](C)CO)C(=O)c2cc(NC(=O)c3ccccc3)ccc2O1 | -2 | 15
Cc1noc(C)c1NC(=O)N(C)C[C@H]1Oc2ncc(C3=CCCC3)cc2C(=O)N([C@H](C)CO)C[C@H]1C | . | 1.0

# Structures shown so far containing a cyano group, in the order listed:
Structure | PRC2 inh | IDH1 mut inh
C[C@H](CO)N1C[C@H](C)[C@H](CN(C)CC2CC2)Oc2cc(-c3ccc(C#N)cc3)ccc2S1(=O)=O | . | 0.0
Cn1c(SCC(=O)Nc2sc3c(c2C#N)CCCC3)nnc1-c1ccc(Br)cc1 | -21 | -0.2
Cc1nc(SCCC(=O)Nc2ccccc2C#N)nc2cc3c(cc12)CCC3 | 8 | -0.3

# Screens as filed in PubChem.
